PDI inh: PDI (human) enzyme inhibition | inhibition, % at 10 µM | 0.052% of 350,000 active | PDI insulin aggregation turbidity, A650, 90 min;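 active = mean inhibition across replicates of 30% or more, whatever share of single replicates reach that level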;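 note: absorbance from insulin aggregation driven by PDI reduction with DTT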
Target sequence (P07237 whole entry, looked up): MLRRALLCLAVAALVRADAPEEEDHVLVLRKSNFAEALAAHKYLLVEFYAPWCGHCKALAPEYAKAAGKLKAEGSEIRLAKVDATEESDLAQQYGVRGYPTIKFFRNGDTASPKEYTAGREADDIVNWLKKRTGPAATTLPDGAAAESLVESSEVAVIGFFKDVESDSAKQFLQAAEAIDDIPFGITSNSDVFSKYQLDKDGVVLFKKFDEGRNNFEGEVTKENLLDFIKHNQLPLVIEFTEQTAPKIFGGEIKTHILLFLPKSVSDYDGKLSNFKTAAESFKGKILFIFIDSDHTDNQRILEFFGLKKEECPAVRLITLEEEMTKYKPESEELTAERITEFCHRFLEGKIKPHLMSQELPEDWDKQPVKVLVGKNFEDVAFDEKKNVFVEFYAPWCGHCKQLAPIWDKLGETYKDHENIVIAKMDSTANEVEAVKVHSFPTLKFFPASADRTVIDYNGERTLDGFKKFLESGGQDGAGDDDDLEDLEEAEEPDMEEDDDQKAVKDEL
hiPSC survival: enhancers of human iPSC single-cell survival; AID 602274; hiPSC single-cell survival, ATPlite luminescence; 100% = ROCK inhibitor wells, 0% = DMSO; 0.044% of 360,000 active; survival enhancement, % at 20 µM; in the data active = survival enhancement above about 18%;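 note: cells exposed to compounds for 16 hours before the ATP read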
Granule exo inh: blocks lytic granule exocytosis. 0.66% of 360,000 active. TALL-104 LAMP-1 surface exposure, flow cytometry; cells stimulated with thapsigargin and PMA. inhibition, % at 10 µM. AID 651702;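 active = inhibition above about 55%, limit read from the data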
HIF-2a inh: inhibitors of HIF-2a. 786-0 RCC cells HIF-2a reporter, luciferase luminescence, overnight. inhibition, % at 18.8 µM. 0.72% of 360,000 active. AID 624352;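 active = inhibition of the luminescence signal of 40% or more relative to plate controls, in a single-dose primary screen at 18.75 µM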
Peg3 prom inh: reduces Peg3 promoter-driven luciferase expression in HeLa. HeLa PEG-Prom luciferase reporter, luminescence, overnight. 1.7% of 360,000 active. inhibition, % at 20 µM;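 active = inhibition of at least 50% at 20 µM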
Vif inh: inhibitors of HIV Vif; HEK293T cells, Vif self-association by quenched fluorescence, imaging, 24 h; inhibition, % at 7.49 µM; 0.35% of 340,000 active; AID 602346; in the data active = inhibition above about 50%, passing the limit was not always enough; note: some results filed as inactive read as strong as hits
aDG glyco act: increases alpha dystroglycan glycosylation; Pro5-aDG cells, alpha-DG glycosylation AlphaScreen (IIH6); 0% Pro5, 100% B10-LARGE cell signal; activation, % at 10 µM; 0.22% of 360,000 active;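 active = activation of at least 8% versus controls, or a plate z-score of at least 8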;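 note: Pro5 are CHO cells carrying HIG-tagged alpha-DG that lacks glycosylation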
NR2E3 ag-1: NR2E3 (human) agonism; Q9Y5X4; GST-NR2E3/biotin-RetCOR TR-FRET, 1536-well; inhibition of corepressor binding, % at 4.78 µM; 0.12% of 320,000 active; AID 2300;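 active = percent inhibition above the cutoff of mean plus 3 SD of all tested compounds, set per screening campaign, cut at about 20% in these data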;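 note: 0% = DMSO wells and 100% = biotin wells as full block of FRET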
Target sequence (Q9Y5X4 whole entry, looked up): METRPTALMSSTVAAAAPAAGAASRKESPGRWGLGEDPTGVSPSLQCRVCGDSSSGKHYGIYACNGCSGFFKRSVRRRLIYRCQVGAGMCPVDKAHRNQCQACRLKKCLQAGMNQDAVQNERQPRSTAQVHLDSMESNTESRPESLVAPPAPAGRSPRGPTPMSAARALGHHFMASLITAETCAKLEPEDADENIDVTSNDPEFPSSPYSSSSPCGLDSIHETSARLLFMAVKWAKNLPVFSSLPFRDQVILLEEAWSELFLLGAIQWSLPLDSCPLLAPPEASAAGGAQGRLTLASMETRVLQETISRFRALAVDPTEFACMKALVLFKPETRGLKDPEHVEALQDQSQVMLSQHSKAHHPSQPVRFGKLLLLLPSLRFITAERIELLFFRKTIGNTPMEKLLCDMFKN
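system = GST-tagged NR2E3 plus biotinylated RetCOR corepressor | input = 1.35 nM GST-NR2E3 | also added = 7 nM biotin-RetCOR | schedule = 5 h incubation at 4 °C | measured by = TR-FRET with europium anti-GST and streptavidin-D2, 340 nm excitation | read-out = percent loss of FRET ratio relative to control wells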
MITF TRPM1 inh: inhibitors of MITF-driven TRPM1 promoter in melanoma cells. inhibition, % at 12.5 µM. SK-MEL-5 TRPM1 promoter luciferase, 24 h. 0.83% of 330,000 active. AID 488899;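 active = mean inhibition across replicates of 60% or more, whatever share of single replicates reaches that level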; note: values of inactives mirror those of a sister screen read the other way
CaV13 FRET inh: Primary screen for inhibitors of IQ motif and Ca2+-dependent inactivation inhibitor domain binding in CACNA1D, Förster resonance energy transfer in living cells, …; HEK cells, CFP/YFP FRET ICDI-IQ, plate reader, 10 min; percent FRET-ratio fall versus neutral wells; inhibition, % at 12.3 µM; 0.098% of 340,000 active; AID 743397;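 active = mean replicate inhibition of at least 30% and at least 1% of replicates passing that level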;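 note: 0% = median of the neutral control wells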
NR2E3 ag-2: activates human NR2E3 receptor; Q9Y5X4; CHO-S Gal4-NCOR/VP16-NR2E3 two-hybrid, luciferase; inhibition of corepressor binding, % at 3.98 µM; 0.35% of 360,000 active; AID 602229;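 active = inhibition above the mean of all tested compounds plus 3 SD, cut at about 70% in these data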;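 note: 0% = DMSO with NR2E3 transfected cells and 100% = cells lacking NR2E3 construct; higher means lower luciferase signal from less NR2E3 corepressor binding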
* hit, by the source's call.

Screening CC(=O)Nc1ccccc1OCCOc1ccc(Br)cc1 returned PDI inh 3, hiPSC survival 0.2, Granule exo inh -7, HIF-2a inh -439, Peg3 prom inh -56, Vif inh -12, aDG glyco act 0.1, NR2E3 ag-1 1, MITF TRPM1 inh 9, CaV13 FRET inh -7 and NR2E3 ag-2 -58.
For CCOc1ccc(CC(=O)N/N=C(\C)c2cccnc2)cc1 the results were PDI inh -11, hiPSC survival -0.5, Granule exo inh -2, HIF-2a inh -2, Peg3 prom inh 13, Vif inh -4, aDG glyco act 0.2, MITF TRPM1 inh 0 and NR2E3 ag-2 -22.
For CCOc1ccc2nc(SCC(=O)Nc3ccc(S(=O)(=O)N4CCCC4)cc3)c(C)cc2c1 the results were PDI inh 5, hiPSC survival -0.4, Granule exo inh -1, HIF-2a inh 10, Peg3 prom inh 10, Vif inh 8, aDG glyco act -0.1, NR2E3 ag-1 1, MITF TRPM1 inh -8, CaV13 FRET inh -5 and NR2E3 ag-2 -11.
`CCCCN(C)CCNC(=O)c1c[nH]c2ccc(S(=O)(=O)N(CC)CC)cc2c1=O` gave PDI inh 8, hiPSC survival -1.6, Granule exo inh 7, HIF-2a inh -4, Peg3 prom inh -4, Vif inh -3, aDG glyco act 0.2, NR2E3 ag-1 -1, MITF TRPM1 inh -2, CaV13 FRET inh -3 and NR2E3 ag-2 -7.
For COc1cc(OCc2ccccc2)c(OC)c(OCc2ccccc2)c1 the results were PDI inh 9, hiPSC survival -1.9, Granule exo inh 5, HIF-2a inh -31, Peg3 prom inh 0, Vif inh 9, aDG glyco act 0.2, MITF TRPM1 inh -6, CaV13 FRET inh -6 and NR2E3 ag-2 -50.
For Cc1cc(NC(=O)CCC(=O)N(c2cccc(F)c2)C(C(=O)NC2CCCC2)c2ccncc2)no1 (stereo not given) the results were PDI inh 1, hiPSC survival 2.0, Granule exo inh 5, HIF-2a inh 21, Peg3 prom inh 1, Vif inh -2, aDG glyco act -0.3, NR2E3 ag-1 -1, MITF TRPM1 inh -5 and NR2E3 ag-2 -22.
Screening COC(=O)Nc1ccc(S(=O)(=O)N2CCC(C(=O)NC3CCCCC3)CC2)cc1 returned PDI inh -12, hiPSC survival 0.1, Granule exo inh -2, HIF-2a inh 20, Peg3 prom inh 12, Vif inh 2, aDG glyco act -0.6, NR2E3 ag-1 -4, MITF TRPM1 inh 3, CaV13 FRET inh -1 and NR2E3 ag-2 -26.
CC1CCCCC12NC(=O)N(CC(=O)Nc1ccc(Cl)c(S(=O)(=O)N3CCOCC3)c1)C2=O (stereo not given) was read as PDI inh -2, hiPSC survival -0.4, Granule exo inh -10, HIF-2a inh 2, Peg3 prom inh 15, Vif inh -1, aDG glyco act -0.2, MITF TRPM1 inh 4, CaV13 FRET inh -6 and NR2E3 ag-2 10.
Cc1ccc(NC(=O)C2(c3ccccc3)CCOCC2)c([N+](=O)[O-])c1 was read as PDI inh -1, hiPSC survival -1.5, Granule exo inh -3, HIF-2a inh 21, Peg3 prom inh 4, Vif inh -1, aDG glyco act -0.1, NR2E3 ag-1 -1, MITF TRPM1 inh 2, CaV13 FRET inh -3 and NR2E3 ag-2 -13.
Screening O=C1CCC(=O)N1CC1CC2CCC1C2 (stereo not given) returned PDI inh 1, hiPSC survival 2.0, Granule exo inh 8, HIF-2a inh 2, Peg3 prom inh -4, Vif inh -4, aDG glyco act -0.1, NR2E3 ag-1 1, MITF TRPM1 inh -3, CaV13 FRET inh -3 and NR2E3 ag-2 6.
Screening Cc1cccc(-c2nnc3sc(-c4ccccc4)nn23)c1 returned PDI inh -1, hiPSC survival 1.9, Granule exo inh 4, HIF-2a inh -212, Peg3 prom inh -164, Vif inh -7, aDG glyco act 0.4, NR2E3 ag-1 -5, MITF TRPM1 inh -81, CaV13 FRET inh -5 and NR2E3 ag-2 -18.
`COc1ccc(NC(=O)N2CCCc3cccc(C)c32)cc1` gave PDI inh -1, hiPSC survival -0.1, Granule exo inh -6, HIF-2a inh -1, Peg3 prom inh 2, Vif inh -6, aDG glyco act -0.1, NR2E3 ag-1 0, MITF TRPM1 inh -2, CaV13 FRET inh -2 and NR2E3 ag-2 -22.
`C[C@@H](NC(=O)Cn1ccc(N)nc1=O)c1cccc2ccccc12` gave PDI inh 17, hiPSC survival 7.9, Granule exo inh -1, HIF-2a inh 15, Peg3 prom inh 5, Vif inh -2, aDG glyco act -0.2, NR2E3 ag-1 0, MITF TRPM1 inh 3, CaV13 FRET inh -5 and NR2E3 ag-2 7.
`Cc1ccccc1CN(C)C[C@H]1OCc2cnnn2CCCC(=O)N([C@@H](C)CO)C[C@@H]1C` gave PDI inh 7, hiPSC survival -2.8, Granule exo inh -2, HIF-2a inh -4, Peg3 prom inh -14, Vif inh 17, aDG glyco act -0.4, CaV13 FRET inh -4 and NR2E3 ag-2 -1.
C/C(=C\C(=O)c1ccc(Cl)cc1Cl)N(C)C was read as PDI inh 2, hiPSC survival 4.4, Granule exo inh -3, HIF-2a inh -16, Peg3 prom inh -24, Vif inh -4, aDG glyco act 0.7, NR2E3 ag-1 4, MITF TRPM1 inh -5, CaV13 FRET inh -5 and NR2E3 ag-2 -21.
`COC(C[C@H]1O[C@@H]1[C@H](O)[C@H](C)OCc1ccccc1)OC` gave PDI inh -11, hiPSC survival -1.0, Granule exo inh -5, HIF-2a inh 6, Peg3 prom inh 0, aDG glyco act -0.2, NR2E3 ag-1 2, MITF TRPM1 inh -11, CaV13 FRET inh -6 and NR2E3 ag-2 4.
O=C(O)C1CCN(Cc2ccccn2)CC1 was read as PDI inh -5, hiPSC survival -1.0, Granule exo inh 2, HIF-2a inh 12, Peg3 prom inh 5, Vif inh 5, aDG glyco act -0.4, NR2E3 ag-1 -3, MITF TRPM1 inh -4, CaV13 FRET inh -5 and NR2E3 ag-2 -7.
For C=CCn1c(Cc2csc(N)n2)nnc1SCC(=O)OCC the results were PDI inh 14, hiPSC survival -1.9, Granule exo inh 0, HIF-2a inh 7, Peg3 prom inh 8, Vif inh 24, aDG glyco act 0.1, NR2E3 ag-1 5, MITF TRPM1 inh 1, CaV13 FRET inh -7 and NR2E3 ag-2 -16.
`O=C(NC1CC1)C1Nc2ccc(OC(F)(F)F)cc2C2C=CCC12` (stereo not given) gave PDI inh -6, hiPSC survival -0.3, Granule exo inh 0, HIF-2a inh -62, Peg3 prom inh 3, Vif inh 0, aDG glyco act 0.1, NR2E3 ag-1 -4, MITF TRPM1 inh 10, CaV13 FRET inh -6 and NR2E3 ag-2 -60.
Screening C1CCCCCC(NCCN2CCNCC2)CCCCC1 returned PDI inh 14, hiPSC survival -0.9, Granule exo inh 16, HIF-2a inh -1, Peg3 prom inh 101*, Vif inh -2, aDG glyco act -0.1, NR2E3 ag-1 -2, MITF TRPM1 inh 47, CaV13 FRET inh -1 and NR2E3 ag-2 10.
Screening COc1ccc(CCN(C)C(=O)CSc2nccn2C)cc1OC returned PDI inh 1, hiPSC survival 6.1, Granule exo inh 2, HIF-2a inh 19, Peg3 prom inh 11, Vif inh -6, aDG glyco act 0.0, NR2E3 ag-1 -1, MITF TRPM1 inh 4, CaV13 FRET inh -5 and NR2E3 ag-2 -8.
O=C(Cc1ccccc1[N+](=O)[O-])N1CCOCC1 was read as PDI inh 12, hiPSC survival 1.0, Granule exo inh 2, HIF-2a inh 0, Peg3 prom inh -4, Vif inh -6, aDG glyco act -0.1, NR2E3 ag-1 2, MITF TRPM1 inh -3, CaV13 FRET inh -19 and NR2E3 ag-2 0.
Screening Cc1cc(NC(=O)COC(=O)[C@@H]2CCCN2C(=O)c2cccs2)no1 returned PDI inh 6, hiPSC survival 2.0, Granule exo inh 0, HIF-2a inh 6, Peg3 prom inh 3, Vif inh 6, aDG glyco act -0.2, MITF TRPM1 inh -2, CaV13 FRET inh -5 and NR2E3 ag-2 -18.
`C#CCOCCOCCOCCNc1nc(N2CCN(C(=O)[C@H](C)n3cc(CCC(=O)O)nn3)CC2)nc(N2CCN(C(=O)[C@H](CCCCN)n3cc(CCCC)nn3)CC2)n1` gave PDI inh 5, hiPSC survival -0.2, Granule exo inh 7, HIF-2a inh 5, Peg3 prom inh -17, Vif inh 3, aDG glyco act 0.1, MITF TRPM1 inh 3, CaV13 FRET inh -13 and NR2E3 ag-2 -10.
`CCC(=O)NC(=S)Nc1ccc(NC(=S)NC(=O)c2ccccc2)cc1` gave PDI inh -5, hiPSC survival -1.5, Granule exo inh 4, HIF-2a inh -32, Peg3 prom inh -24, Vif inh -2, aDG glyco act -0.1, MITF TRPM1 inh 14, CaV13 FRET inh -5 and NR2E3 ag-2 7.
`CC(C)C1C(C#N)=C(N)Oc2n[nH]c(-c3ccc4ccccc4c3)c21` (stereo not given) gave PDI inh -2, hiPSC survival -1.8, Granule exo inh 8, HIF-2a inh -10, Peg3 prom inh 29, Vif inh 18, aDG glyco act 0.0, NR2E3 ag-1 5, MITF TRPM1 inh -5 and NR2E3 ag-2 -37.
`Cc1oc(-c2cccs2)nc1CS(=O)CC(=O)NCCc1ccccc1` (stereo not given) gave hiPSC survival 0.0, Granule exo inh 0, HIF-2a inh -33, Peg3 prom inh -15, Vif inh 3, aDG glyco act -0.3, NR2E3 ag-1 7, CaV13 FRET inh -4 and NR2E3 ag-2 1.

Two successive entries already listed:
`CC(C)C1C(C#N)=C(N)Oc2n[nH]c(-c3ccc4ccccc4c3)c21` (stereo not given) gave PDI inh -2, hiPSC survival -1.8, Granule exo inh 8, HIF-2a inh -10, Peg3 prom inh 29, Vif inh 18, aDG glyco act 0.0, NR2E3 ag-1 5, MITF TRPM1 inh -5 and NR2E3 ag-2 -37.
`Cc1oc(-c2cccs2)nc1CS(=O)CC(=O)NCCc1ccccc1` (stereo not given) gave hiPSC survival 0.0, Granule exo inh 0, HIF-2a inh -33, Peg3 prom inh -15, Vif inh 3, aDG glyco act -0.3, NR2E3 ag-1 7, CaV13 FRET inh -4 and NR2E3 ag-2 1.

Molecules shown so far that contain a Cl atom:
CC1CCCCC12NC(=O)N(CC(=O)Nc1ccc(Cl)c(S(=O)(=O)N3CCOCC3)c1)C2=O (stereo not given) was read as PDI inh -2, hiPSC survival -0.4, Granule exo inh -10, HIF-2a inh 2, Peg3 prom inh 15, Vif inh -1, aDG glyco act -0.2, MITF TRPM1 inh 4, CaV13 FRET inh -6 and NR2E3 ag-2 10.
C/C(=C\C(=O)c1ccc(Cl)cc1Cl)N(C)C was read as PDI inh 2, hiPSC survival 4.4, Granule exo inh -3, HIF-2a inh -16, Peg3 prom inh -24, Vif inh -4, aDG glyco act 0.7, NR2E3 ag-1 4, MITF TRPM1 inh -5, CaV13 FRET inh -5 and NR2E3 ag-2 -21.

Screens deposited in PubChem BioAssay by several laboratories.
